Compound activity (PubChem)
SDO1 yeast rescue – restores growth of sdo1-depleted yeast | S. cerevisiae sdo1-depleted JHY4D growth rescue, OD600 30 h; hits give high values; pdr5 snq2 efflux-pump mutant strain | z-score at 10 µM | hit rate 0.21% among 140,000;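 active means z-score above 3 at both the 24 hr and the 30 hr optical density reads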;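 further: z-score against mean and SD of all compound wells on the same plate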
INS promoter inh – TRM-6 insulin promoter activity inhibition; inhibition, % at 2 µM; hit rate 0.9% among 130,000; TRM-6 cells (human fetal islet line), insulin promoter-eGFP reporter, imaging; reporter expression induced with tamoxifen;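 active means inhibition above the mean plus 3 SD, with well images judged a real hit on visual review, cut at about 60% in these data, passing the limit was not always enough; inconclusive means inhibition over the cutoff but images rejected on review; inactive means inhibition not above the cutoff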
SDO1 yeast rescue Rescue 24 h – also measured in SDO1 yeast rescue; calls as there; z-score; S. cerevisiae sdo1-depleted JHY4D growth rescue, OD600; measured here: growth rescue at 24 h;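 0 is the plate mean of compound wells and units are plate SD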
* hit, by the source's call; i = inactive; ? = inconclusive; / = no result given; & = joins results of further samples. A portion of the library; the hit share may differ from the screen's.

SDO1 yeast rescue	SDO1 yeast rescue Rescue 24 h	INS promoter inh	SMILES
/	/	-117.2	Cc1oc2cc3c(C(=O)N4CCN(c5ccccc5)CC4)c(C)oc3cc2c1C(=O)N1CCN(c2ccccc2)CC1
/	/	4.3	CSc1ncc(CN2CCCC(C(=O)c3ccc(C(C)(C)C)cc3)C2)cn1 (stereo not given)
0.55	-0.88	35.1	CC(=O)Nc1ccc(S(=O)(=O)N2CCCN(S(=O)(=O)c3ccc(NC(C)=O)cc3)CC2)cc1
1.99	2.78	-37.8	O=S(=O)(c1ccc(OCC(O)CN2CCC(Cc3ccccc3)CC2)cc1)N1CCOCC1 (stereo not given)
-0.59	-0.93	-5.4	COc1cc(OC)nc(Oc2ccccc2C(=O)Oc2ccc(Cl)cc2)n1
/	/	33.3	CCOC(=O)c1cnn(Cc2ccc(C)cc2)c1N
-0.9	-0.36	/	CC1CCc2cc(F)ccc2N1C(=O)CSc1nnc2c(n1)[nH]c1ccccc12 (stereo not given)
1.36	0.86	-33.3	Cc1ccccc1NC(=S)NC1(C)CCS(=O)(=O)C1 (stereo not given)
1.33	1.44	/	O=C(COC(=O)c1ccc(Cl)cc1O)Nc1cccnc1Cl
-2.17	-1.76	-94.1	Clc1ccc(OCCCc2nc(-c3ccncc3)no2)c(Cl)c1
/	/	-61.0	COc1ccccc1-n1c(SCC(=O)Nc2cc(C)on2)nc2c(c1=O)SCC2
/	/	20.0	COc1cccc(CN2CCN(CCc3ccccc3)C(CCO)C2)c1OC (stereo not given)
/	/	-392.3	Cc1ccc(C(=O)N/C(=C\c2cccs2)C(=O)NCCc2ccccn2)cc1C
1.22	1.89	-7.7	COC(=O)C(CCSC)NC(=O)c1cc2c(n(-c3ccccc3)c1=O)CC(C)(C)CC2=O (stereo not given)
-1.64	-0.89	-193.3	C=CCC(Nc1ccccc1)C12C=CC(O1)C(C(=O)OC)=C2C(=O)OC (stereo not given)
0.28	0.38	-28.1	Cc1ccc2c(c1)OC(=O)CC2c1ccccc1 (stereo not given)
0.95	1.31	15.8	COc1ccccc1N1CCN(/N=C/c2cc(OC)c(O)c(OC)c2)CC1
/	/	46.7	CC1(C)CN(c2cccc(Br)c2)C1=O
0.03	-0.15	18.2	CCOCCCn1cnc2c(c1=O)c1nc3ccccc3nc1n2-c1ccccc1
1.53	1.53	17.1	Cc1cc(C)c2c(CN3CCN(CCO)CC3)cc(=O)oc2c1

Profiles as entered above. Order of values: SDO1 yeast rescue | SDO1 yeast rescue Rescue 24 h | INS promoter inh
COc1cccc(CN2CCN(CCc3ccccc3)C(CCO)C2)c1OC (stereo not given) in the list: / | / | 20.0
COC(=O)C(CCSC)NC(=O)c1cc2c(n(-c3ccccc3)c1=O)CC(C)(C)CC2=O (stereo not given) in the list: 1.22 | 1.89 | -7.7
Cc1cc(C)c2c(CN3CCN(CCO)CC3)cc(=O)oc2c1 in the list: 1.53 | 1.53 | 17.1
CCOCCCn1cnc2c(c1=O)c1nc3ccccc3nc1n2-c1ccccc1 in the list: 0.03 | -0.15 | 18.2
COc1ccccc1N1CCN(/N=C/c2cc(OC)c(O)c(OC)c2)CC1 in the list: 0.95 | 1.31 | 15.8

Next part
SDO1 yeast rescue	SDO1 yeast rescue Rescue 24 h	INS promoter inh	SMILES
-0.08	-0.34	52.0	Cc1nc2sc3c(NCc4ccco4)ncnc3c2c2c1COC(C)(C)C2
0.43	-0.47	/	CCOC(=O)C(C)NC(=O)C(NC(=O)C1CCC(CC)CC1)C(C)C (stereo not given)
-0.27	-0.37	-18.2	Cc1nc2c(nnn2Cc2ccccc2)c(=O)n1-c1ccccc1
0.74	-0.22	37.1	CCOc1ccc(C(=O)NCc2cccs2)cc1
-0.73	-0.67	10.0	S=C(NCc1cccs1)Nc1ccc(Cl)cc1
-1.22	-0.48	-38.5	CCCCN(C)C(=O)Cc1c(OC)ccc2cc(Br)ccc12
/	/	?	COC(=O)/C(=C/N(C)C)C(=O)N1CCN(c2ccc(Cl)c(Cl)c2)CC1
-0.22	-0.21	6.7	CCOC(=O)c1ccc(NC(=S)N2CCC(O)CC2)cc1
0	-0.44	i	Cc1ccc(Nc2nc(C)cc(C)c2C(N)=O)cc1
1.38	0.79	16.7	CC(C)Oc1ccc(N2CC(C(=O)OCC(=O)NCc3ccccc3)CC2=O)cc1 (stereo not given)

6 successive entries already listed, quoted:
SDO1 yeast rescue	SDO1 yeast rescue Rescue 24 h	INS promoter inh	SMILES
-0.08	-0.34	52.0	Cc1nc2sc3c(NCc4ccco4)ncnc3c2c2c1COC(C)(C)C2
0.43	-0.47	/	CCOC(=O)C(C)NC(=O)C(NC(=O)C1CCC(CC)CC1)C(C)C (stereo not given)
-0.27	-0.37	-18.2	Cc1nc2c(nnn2Cc2ccccc2)c(=O)n1-c1ccccc1
0.74	-0.22	37.1	CCOc1ccc(C(=O)NCc2cccs2)cc1
-0.73	-0.67	10.0	S=C(NCc1cccs1)Nc1ccc(Cl)cc1
-1.22	-0.48	-38.5	CCCCN(C)C(=O)Cc1c(OC)ccc2cc(Br)ccc12

Continuation:
SDO1 yeast rescue	SDO1 yeast rescue Rescue 24 h	INS promoter inh	SMILES
0.4	0.39	/	CCCCN(CCCNC(=O)C1CCCN(S(=O)(=O)CC)C1)Cc1ccccc1 (stereo not given)
-0.67	-1.23	/	CCCCCn1c(=O)c(C(=O)OCC)c(O)c2ccccc21
/	/	13.3	Cc1oc2ccc(O)c(CN(C)C)c2c1C(=O)c1ccccc1
0.56	2.59	2.3	Cc1cccc(NC(=O)CSc2nc(COc3ccccc3)nc3ccccc23)c1C
/	/	-15.0	O=C(CNC(=O)c1ccccc1O)N/N=C/c1cc(Br)ccc1OC(=O)/C=C/c1ccco1
-1.65	-1.74	-27.8	COc1ccc(Cl)cc1N1CCN(CCNC(=O)Nc2ccccc2C)CC1
0.45	0.16	/	CC(C)(C)NC(=O)CSc1nnnn1C(C)(C)C
-0.33	-0.91	/	Cc1cccc(C)c1OCC(=O)NNC(=O)Nc1ccc(Cl)cc1
0.18	0.51	-6.1	O=C(Oc1ccc(-c2nnco2)cc1)N1CCOCC1
-0.56	-0.77	-87.3	COc1ccc(CNC(=O)CCSCc2cccc(Cl)c2)c(OC)c1
-0.13	-1.01	16.1	COc1ccc(NC(=O)C2OC3OC(C)(C)OC3C3OC(C)(C)OC23)cc1 (stereo not given)
0.49	0.32	-9.1	COC(=O)CSc1nnc(-c2ccco2)n1-c1ccc(C)cc1
-0.28	0.19	53.9	N#Cc1c(NC(=O)CSc2nnc(-c3ccco3)n2-c2ccccc2)sc2c1CCC2
-0.56	-0.84	-131.4	Cc1nnc2c(Oc3ccccc3)nc3ccccc3n12
-0.03	-0.39	7.1	O=C(CCn1c(=O)c2ccccc2n(CC(=O)NC2CCCC2)c1=O)NCc1ccco1
-0.52	-0.08	35.1	COc1cccc(NC(=O)c2cc(CN3C(=O)c4ccccc4C3=O)ccc2OC)c1
-0.56	-0.96	23.3	Clc1ccccc1-c1nc2ccccc2c2nncn12
1.36	1.97	-8.6	COc1ccc(C(=O)C(OC(=O)CNC(=O)c2ccco2)c2ccccc2)cc1 (stereo not given)
-1.4	-1.51	-87.5	COc1ccc(Cl)cc1NC(=O)C1CC(=O)N(c2ccc(F)cc2)C1 (stereo not given)
-0.15	1.42	10.7	Clc1ccc(-c2nc3ncccn3c2Nc2ccc3c(c2)OCO3)cc1
/	/	2.7	CCOc1ccc(C(C)=O)cc1CSc1nnc(N)s1
-1.15	-1.64	-27.3	O=C(NCc1ccc(Cl)cc1)c1cc2c(nc3sccn32)s1
-0.91	-0.81	/	COc1cccc(-c2nnc(NC(=O)C3CCCCC3)o2)c1
0.87	-0.25	13.7	Cc1sc2nc3c(SC(C)C(=O)O)cc(C(=O)c4ccccc4O)cn3c(=O)c2c1C (stereo not given)
/	/	-30.8	COc1cccc(C2C(C(=O)/C=C/c3ccco3)=C(O)C(=O)N2CCN2CCOCC2)c1 (stereo not given)
0.47	-0.07	/	O=C(O)CSc1ncnc2nc[nH]c12
-0.39	-1.06	16.7	CNC(=O)COC(=O)c1cc(NC(=O)c2ccco2)c(OC)c(OC)c1
0.57	0.52	/	ONC=Nc1cccc2nonc12
0.92	0.59	-37.1	O=C(NCC(=O)N(Cc1ccco1)C(C(=O)NC1CCCCC1)c1cccnc1)c1cccs1 (stereo not given)
1.86	0.68	-81.8	CCCOc1ccc(Cc2nc(N)nc(N)n2)cc1
-0.64	-0.37	3.2	CCCN(N=Nc1cccc([N+](=O)[O-])c1)c1cccc([N+](=O)[O-])c1
-0.03	-0.98	/	CCn1c(CNC(=O)c2ccc(OC)cc2)nnc1SC
1.21	1.16	/	COCCCNC(=S)NNC(=O)Cn1nc(C)c(Br)c1C
/	/	33.3	COCCn1c(CN2CCN(c3ccccc3)CC2)nc2c1c(=O)n(C)c(=O)n2C
/	/	7.1	O=C(N/N=C/c1ccncc1)c1ccc(NC(=O)c2cccc(Cl)c2)cc1
0.01	0.03	/	Cc1cccc2[nH]c3c(N4CCN(C(=O)c5ccco5)CC4)ncnc3c12
-1.13	-0.26	/	O=C(Cn1c(=O)n(CC(=O)NCc2ccccc2)c2ccccc21)NCc1ccccc1
0.66	0.49	0.0	CCC(C)(C)NC(=O)C(c1ccncc1)N(Cc1ccc(C)cc1)C(=O)c1csnn1 (stereo not given)
-1.22	-0.62	0.0	N/C(=N\OC(=O)CCC1CCCCC1)c1cccc([N+](=O)[O-])c1
1.12	-0.36	0.0	COc1ccc(CNC(=O)Nc2cccs2)cc1OC
0.55	0.7	92.3*	COCn1c(-c2ccc(OC)cc2)nc2ccccc21
0.42	-0.33	7.9	CN(C)c1ccc(/C=N/NC(=O)c2ccco2)cc1
0.2	-0.33	/	O=C(NN1CCOCC1)c1cc(-c2ccccc2)nc2ccccc12
-1.54	-0.11	58.3	CC1(C)COC(/C=C/c2ccc([N+](=O)[O-])cc2)=N1
-0.2	0.45	/	Cc1cccc(N2C(=O)C3C4CC(C(Br)C4Br)C3C2=O)n1 (stereo not given)
-0.79	-0.23	-8.1	N/C(=N\OC(=O)/C=C/c1ccc(Br)cc1)c1ccccn1
-0.74	-0.29	11.1	CCOC(=O)c1cc(CC)sc1NC(=O)C(c1ccccc1)c1ccccc1
0.84	1.52	-18.2	NC(=O)COC(=O)c1ccc(Oc2ccccc2)cc1
1.29	2.39	23.8	CCCn1c(C)cc(C(=O)COC(=O)c2ccc[nH]c2=O)c1C
0.48	-0.22	/	CCOC(=O)C1CCN(c2cc(=O)n(-c3ccc(OC)cc3)c(=O)[nH]2)CC1

Next section
SDO1 yeast rescue	SDO1 yeast rescue Rescue 24 h	INS promoter inh	SMILES
0.78	0.34	-64.0	O=C(CCNC(=O)Cn1ccc2ccccc2c1=O)NCCc1ccc(Cl)cc1
-1.38	-1.03	/	O=C(CSc1nc(-c2ccco2)cc(C(F)(F)F)n1)Nc1ccc(C(=O)N2CCCCC2)cc1
0.4	-0.23	-9.1	Cc1ccc(C)c(/C(O)=C2\C(=O)C(=O)N(Cc3cccnc3)C2c2cccnc2)c1 (stereo not given)
0.1	-0.38	-20.0	NS(=O)(=O)c1ccc(CCNC(=O)CCCC2=NS(=O)(=O)c3ccccc3N2)cc1
1.45	0.4	-35.7	COCCNC(=O)Cn1c(=O)n(Cc2ccc(C(=O)NCc3ccco3)cc2)c(=O)c2ccccc21
0.02	0.02	/	CC(=O)N(CC1CCCO1)c1nnc(-c2cnccn2)s1 (stereo not given)
/	/	-57.1	CCN(C(=O)COC(=O)c1cc(S(=O)(=O)Nc2c(C)n(C)n(-c3ccccc3)c2=O)ccc1Cl)C1CCCCC1
-1.29	-0.83	0.0	CC(C)COc1ccc(-c2nn(-c3ccccc3)cc2C(=O)Nc2nccs2)cc1
1.02	-0.34	31.7	COc1cc2c(cc1OC)CN(C(=O)CSc1nnc3scc(-c4ccccc4)n13)CC2
0.84	0.28	6.7	Cc1nnc(C)n1/N=C/c1ccccn1
/	/	-75.0	Cc1cc(C)c(NC(=O)CSc2nc3ccc(N4C(=O)c5ccccc5C4=O)cc3s2)c(C)c1
/	/	-9.5	CC1(C)CC(=O)C2=C(C1)Nc1ccccc1N(C(=O)C1CC1)C2c1ccco1 (stereo not given)
1	0.89	/	Cc1ccc(OC(=O)c2cccc(C(=O)Oc3ccc(C)cn3)n2)nc1
-0.87	-0.15	/	CC1=C(OC(=O)c2ccccc2)C(C)(C)C(c2ccccc2)OC1=O (stereo not given)
-1.73	-1.31	/	CCn1c(=O)c(C(=O)NCc2ccccn2)c(O)c2ccccc21
0.6	0.53	-51.6	Cc1nc(Cl)c(C(=O)NC(=O)NCc2ccccc2)c(C)c1Cl
0.61	0.58	/	Cc1oc(-c2ccccc2F)nc1CS(=O)(=O)CC(=O)N1CCOCC1
-1.24	-0.48	/	COc1ccc2cc(C(c3nnnn3Cc3ccc(F)cc3)N3CCCCCC3)c(=O)[nH]c2c1 (stereo not given)
1.14	1.27	/	O=C(N/N=C/c1ccccc1)c1cc(=O)[nH]c2ccccc12
/	/	23.5	Cc1sc(N/N=C/c2cc([N+](=O)[O-])ccc2O)nc1-c1ccccc1
-1.78	-1.15	/	COc1ccc(Nc2oc(-c3cccs3)nc2C#N)cc1
1.06&0.71	2.19&1.52	/	N/C(=N\c1nc2c(c(=O)[nH]1)CCC2)Nc1ccccc1C(F)(F)F
0.38	0.39	-52.7	Nc1nc(SCC(=O)NC2CCCCC2)[nH]c(=O)c1-c1ccccc1
0.42	-0.3	-60.0	CN1CCC(=NNC(=O)c2ccc(N(Cc3ccccc3Cl)S(C)(=O)=O)cc2)CC1
/	/	-26.7	O=C(Cc1ccc([N+](=O)[O-])cc1)NCc1ccccn1
-1.5	-1.1	-3.9	Cc1ccc(-c2nnn(CC(=O)N(c3cccc(F)c3)C(C(=O)NC3CCCC3)c3ccco3)n2)o1 (stereo not given)
